Lipid storage S3: qHTS Assay for Lipid Storage Modulators in Drosophila S3 Cells; lipid storage change, negative = inhibition, % at the top dose, mostly 46.1 µM; hits show Potency in µM; AID 2685; hit rate 0.64% among 320,000; Drosophila S3 cells, BODIPY lipid droplet fluorescence, 18-24 h; cells fed with added oleic acid; active means well fitted inhibition curve with a large enough effect in the signal ratio, with a control signal flat, not every such curve was filed as active; inconclusive means small, poorly fitted or top-dose-only effect, or effect the other way, or a change in a side signal; the % refers to the signal ratio
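Drosophila S3 cells loaded with oleic acid (400 uM, as added) and compounds at several concentrations; lipid droplets imaged by 488-nm laser-scanning cytometry, 500–530 nm intensity and object ratio to cell channel. Percent activity normalized to 20 uM Triacsin C.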
Lipid storage S3 cell count max: further read-out of Lipid storage S3, marked with its call; cell number change, %; measured here: cell count max response;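 cells counted by Cell Tracker Red CMTPX staining in the red channel; peak over a dose series mostly up to 46.1 µM; percent activity relative to internal control wells on each plate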
Numbers without * were called inactive; i = inactive; ? = inconclusive; nt = no result given; & = joins results of further samples. On the % scale 0 is the no-effect control and ±100 the full control effect; potency means the concentration at half of the fitted maximal effect. This is a subset; rates above refer to the full screens.

1) CCCOc1ccc(C(=O)OCCN(CC)CC)cc1N
2) CN[C@@H]1[C@H](O)[C@H](NC)[C@H]2O[C@@]3(O)C(=O)C[C@@H](C)O[C@H]3O[C@@H]2[C@H]1O
3) COc1ccc(-c2oc3c(CC=C(C)C)c(O[C@@H]4O[C@H](CO)[C@@H](O)[C@H](O)[C@H]4O)cc(O)c3c(=O)c2O[C@@H]2O[C@@H](C)[C@H](O)[C@@H](O)[C@H]2O)cc1
4) CC(Cc1cccc(C(F)(F)F)c1)NCCOC(=O)c1ccccc1 (configuration not stated)
5) CN(C)S(=O)(=O)n1cc(/C=C(\NC(=O)c2ccccc2)C(=O)NCCCn2ccnc2)c2ccccc21
6) C[C@H](O)CC(=O)O
7) CCCC(=O)O[C@]1(C(=O)CCl)[C@@H](C)C[C@H]2[C@@H]3CCC4=CC(=O)C=C[C@]4(C)[C@@]3(F)C(=O)C[C@@]21C
8) O=C(NC1CCN(CCc2c[nH]c3ccccc23)CC1)c1ccccc1
assay / entry | 1 | 2 | 3 | 4 | 5 | 6 | 7 | 8
Lipid storage S3 | -1% | ? | -1% | 9%&10% | ? | 7%&-4% | -12% | 6%
Lipid storage S3 cell count max | -2 | nt | 13 | -19&-15 | nt | 12&-20 | 0 | -1

Pulled one by one from above (2):
2) CN[C@@H]1[C@H](O)[C@H](NC)[C@H]2O[C@@]3(O)C(=O)C[C@@H](C)O[C@H]3O[C@@H]2[C@H]1O
4) CC(Cc1cccc(C(F)(F)F)c1)NCCOC(=O)c1ccccc1 (configuration not stated)
assay / entry | 2 | 4
Lipid storage S3 | ? | 9%&10%
Lipid storage S3 cell count max | nt | -19&-15

(next part)
9) N=c1nc(N2CCCCC2)cc(N)n1O
10) O=C1NC(=S)S/C1=C\C=C\c1ccc([N+](=O)[O-])o1
11) CCc1cccc(CC)c1NC(=O)CN(CC(=O)O)CC(=O)O
12) CCCCCCCCCCCCCCCC(O)C(N)CO (configuration not stated)
13) O=C(c1ccccn1)N(Cc1cccs1)C1(C(=O)NC2CCCCC2)CCCCC1
14) O=C(O)c1cc(=O)c2ccccc2o1
15) CC(C)NNC(=O)c1ccncc1
16) COc1cc(N)c(Cl)cc1C(=O)N[C@H]1CCN(CCCOc2ccc(F)cc2)C[C@H]1OC
assay / entry | 9 | 10 | 11 | 12 | 13 | 14 | 15 | 16
Lipid storage S3 | -11% | 6.5µM* | -9% | ? | i | ? | ? | ?
Lipid storage S3 cell count max | -9 | -18* | -22 | nt | 29 | nt | nt | nt

17) CCCCOc1cc(C(=O)OCCN(CC)CC)ccc1N
18) COC(=O)N/N=C/c1c[n+]([O-])c2ccccc2[n+]1[O-]
19) CC1(C)O[C@@H]2C[C@H]3[C@@H]4C[C@H](F)C5=CC(=O)C=C[C@]5(C)[C@@]4(F)[C@@H](O)C[C@]3(C)[C@]2(C(=O)CO)O1
20) CC(C)(C)NCC(O)COc1cccc2c1CC(O)C(O)C2 (configuration not stated)
21) COc1cc(N)c(Cl)cc1C(=O)N[C@@H]1CCN(CCCOc2ccc(F)cc2)C[C@@H]1OC
22) CC(=O)Oc1ccc2c(C)cc(=O)oc2c1
23) C[C@@H]1C[C@H]2[C@@H]3CCC4=CC(=O)C=C[C@]4(C)[C@@]3(Cl)[C@@H](O)C[C@]2(C)[C@@]1(OC(=O)c1ccco1)C(=O)CCl
24) Nc1ncnc2c1c(-c1ccc(Oc3ccccc3)cc1)cn2C1CCCC1
assay / entry | 17 | 18 | 19 | 20 | 21 | 22 | 23 | 24
Lipid storage S3 | ? | 2% | -6% | ? | 5% | ? | -26% | ?
Lipid storage S3 cell count max | nt | 0 | 5 | nt | -6 | nt | -4 | nt

25) C/C(=N\NC(=S)NCc1ccccc1)C1CCCCC1
26) CN(C)C/C=C(\c1ccc(Br)cc1)c1cccnc1
27) CCCC(=O)O[C@]1(C(=O)COC(C)=O)CC[C@H]2[C@@H]3C[C@H](F)C4=CC(=O)C=C[C@]4(C)[C@@]3(F)[C@@H](O)C[C@@]21C
28) COc1cc(C2Oc3cc(C4Oc5cc(O)cc(O)c5C(=O)C4O)ccc3OC2CO)ccc1O (configuration not stated)
29) CCCCN(CCCC)CCCOC(=O)c1ccc(N)cc1
assay / entry | 25 | 26 | 27 | 28 | 29
Lipid storage S3 | ? | ? | 2% | ? | 1%
Lipid storage S3 cell count max | nt | nt | -14 | nt | 3

Of the compounds above, these have fluorine.
4) CC(Cc1cccc(C(F)(F)F)c1)NCCOC(=O)c1ccccc1 (configuration not stated)
7) CCCC(=O)O[C@]1(C(=O)CCl)[C@@H](C)C[C@H]2[C@@H]3CCC4=CC(=O)C=C[C@]4(C)[C@@]3(F)C(=O)C[C@@]21C
16) COc1cc(N)c(Cl)cc1C(=O)N[C@H]1CCN(CCCOc2ccc(F)cc2)C[C@H]1OC
19) CC1(C)O[C@@H]2C[C@H]3[C@@H]4C[C@H](F)C5=CC(=O)C=C[C@]5(C)[C@@]4(F)[C@@H](O)C[C@]3(C)[C@]2(C(=O)CO)O1
21) COc1cc(N)c(Cl)cc1C(=O)N[C@@H]1CCN(CCCOc2ccc(F)cc2)C[C@@H]1OC
27) CCCC(=O)O[C@]1(C(=O)COC(C)=O)CC[C@H]2[C@@H]3C[C@H](F)C4=CC(=O)C=C[C@]4(C)[C@@]3(F)[C@@H](O)C[C@@]21C
assay / entry | 4 | 7 | 16 | 19 | 21 | 27
Lipid storage S3 | 9%&10% | -12% | ? | -6% | 5% | 2%
Lipid storage S3 cell count max | -19&-15 | 0 | nt | 5 | -6 | -14
